Compound activity deposited in PubChem by several laboratories.
Myeloid diff 2 – induction of myeloid progenitor differentiation, primary screen, cell-based, flow cytometry, MLPCN library; ER-HoxA9 myeloid progenitors, lysozyme-GFP differentiation; calls only at 10 µM; 360,000 compounds, 1% hits; AID 624256, 2012;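 active means normalized GFP-positive differentiation at or above the plate's own cutoff, the solvent-only control mean plus 3 SD; inconclusive means no clear call, values can overlap the other calls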;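 further: cells exposed to compound for four days before flow analysis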
T cell HTS – modulators of CD8 T cell-vesicle binding, primary screen, mouse 2C CD8+ T cells, flow cytometry; 330,000 compounds, 0.068% hits; 2C CD8+ T cell-vesicle binding; hits give low values; calls only at 7 µM; AID 2052, 2009;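 active means response, share of CD8 T cells binding vesicles, and their 90th percentile fluorescence all below set limits, cut at about 80% in these data, passing the limit was not always enough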
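Assay system – 2C mouse CD8+ T cells · Also added – QL9-loaded Drosophila micro-vesicles · Timing – Cell–vesicle co-incubation 1.5 h at 37 °C, staining 20 min on ice · Signal – flow cytometry of vesicle-bound cells · Measure – percent CD8+ FL2 mean versus row control · Controls – Peptide-free naked vesicles (low) and QL9 vesicles with 0.7% DMSO vehicle (high)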
West Nile virus CPE – West Nile virus antiviral activity, cell-based, CPE readout (AID 1621) | West Nile virus-infected cells, CPE inhibition; higher % means a stronger effect | CPE inhibition, % at 10 µM, or IC50 in µM where a hit was titrated | 290,000 compounds, 0.02% hits; in the data active means a potency from the dose series; inconclusive means CPE inhibition mostly from about 3.7% at the one dose, without a potency; inactive means the rest, 99 in 100 with CPE inhibition below about 2.2%; further: strong numbers were not always called active
SV40 large T antigen – SV40 large T antigen inhibitors, biochemical (AID 1903). SV40 large T antigen ATPase/helicase inhibition assay; higher % means a stronger effect. inhibition, % at 20 µM, or IC50 in µM where a hit was titrated. 310,000 compounds, 0.39% hits; in the data active means a potency from the dose series; inconclusive means inhibition mostly from about 32% at the one dose, without a potency; inactive means the rest, 99 in 100 with inhibition below about 32%; further: strong numbers were not always called active
MgcRacGAP inhibition – MgcRacGAP GTPase-activating activity inhibitors, confirmation, biochemical, ADP Hunter fluorescence | Rac GTPase-activating protein 1 (Homo sapiens) | MgcRacGAP-stimulated Rac1 GTP hydrolysis, ADP Hunter fluorescence; higher % means a stronger effect; GST-tagged Rac1 F28L mutant substrate | inhibition, % at 30 µM; hits with a dose series show IC50 in µM | 340,000 compounds, 0.6% hits | AID 624330, 2012;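 active means first-screen hits whose inhibition reached a set limit at any dose in the follow-up dose series; inconclusive means inhibition above the set first-screen limit but never retested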;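 further: fluorescence reports GDP produced by GAP-driven GTP hydrolysis; strong numbers were not always called active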
WT yeast gro inh – growth inhibition of WT strain, primary screen, mitochondrial fusion inhibitor project, WT and mutant strains, chemical genetic; mitochondrial fusion phenotypic screen; inhibition, % at 10 µM; 190,000 compounds, 2.1% hits; AID 1362, 2008; in the data active means inhibition above about 58%; tested in S. cerevisiae
PhoP inhibition – inhibitors of PhoP regulon expression, primary screen, Salmonella Typhimurium, GFP reporter (AID 1863) | S. Typhimurium PhoP-regulated promoter GFP reporter, 4 h; higher % means a stronger effect | inhibition, % at 50 µM; hits with a dose series show IC50 in µM | 300,000 compounds, 0.16% hits;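 active means inhibition over 29.93%, a cutoff 3 SD above the screen mean, later confirmed by dose response; inconclusive means inhibition over 29.93% but no dose response follow-up; inactive means inhibition at most 29.93% or unconfirmed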;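 further: 0% = low Mg2+ inducing control and 100% = high Mg2+ repressing control; strong numbers were not always called active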
b-catenin transl – modulators of beta-catenin nuclear translocation, primary screen, imaging, HeLa cells, immunofluorescence, high-content; nuclear translocation activity, % at 5 µM; 190,000 compounds, 0.3% hits;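 active means nuclear translocation activity above 50% at 5 µM, with a well cell count of 50 or more; inconclusive means wells under 50 cells across six images, flagged as toxic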;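 further: per-cell ratio of nuclear to cytoplasmic median beta-catenin stain intensity; plate controls were DMSO negative control for no effect and GSK-3 inhibitor IX positive control for full effect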
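Technique: fluorescence imaging of beta-catenin antibody stain plus DAPI / Material: human HeLa cell line / Incubation: compound treatment 24 h, 37°C, 5% CO2 / Read-out basis: % activation of per-cell nuclear versus cytoplasmic median beta-catenin signal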
RSV antiviral HEp-2 – RSV antiviral activity via CPE protection, HEp-2 cells, primary 10 µM value included (AID 2391); HEp-2 cells, RSV-induced CPE inhibition; higher % means a stronger effect; CPE inhibition, % at 10 µM, or IC50 in µM where a hit was titrated; 310,000 compounds, 0.13% hits; in the data active means a potency from the dose series; inconclusive means CPE inhibition mostly from about 23% at the one dose, without a potency; inactive means the rest, 99 in 100 with CPE inhibition below about 21%; further: strong numbers were not always called active
WT yeast gro inh mutant strain – also measured in WT yeast gro inh; calls as there; inhibition, %; mitochondrial fusion phenotypic screen, mutant strain inhibition
b-catenin transl cell count 5 µM – recorded beside b-catenin transl, whose call it bears; cell count; measured here: cell count, cytotoxicity flag
T cell HTS vesicle-bound % – further read-out of T cell HTS, marked with its call; double positive events, %; measured here: CD8+ vesicle-bound cell fraction;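 binding gate set so that unloaded-vesicle control wells show 10% double positive cells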
Myeloid diff 2 GFP+ MAC1+ % – further read-out of Myeloid diff 2, marked with its call; GFP+ MAC1+ double positive, %; measured here: differentiation confirmed by MAC1 staining
* = called active by the depositor; i = inactive; ? = inconclusive; · = no result given.

SMILES | Myeloid diff 2 | Myeloid diff 2 GFP+ MAC1+ % | T cell HTS | T cell HTS vesicle-bound % | West Nile virus CPE | SV40 large T antigen | MgcRacGAP inhibition | WT yeast gro inh | WT yeast gro inh mutant strain | PhoP inhibition | b-catenin transl | b-catenin transl cell count 5 µM | RSV antiviral HEp-2
CC(C)Cn1c(=S)[nH]c2cc(C(=O)O)ccc2c1=O | i | 0.9 | i | 28 | 0.0% | 8% | 10% | · | · | 0% | -0.3 | 1281 | -0.2%
CCN=C1SC(CC(=O)Nc2ccccc2OCC)C(=O)N1CC (centres undefined) | i | 6.2 | i | 24 | -0.4% | 24% | 10% | 18 | 4 | -6% | -0.2 | 951 | -0.2%
Cc1ccc(-c2csc(NC(=O)c3cccc(N4C(=O)CCC4=O)c3)n2)o1 | i | 2.5 | i | 47 | 0.1% | 6% | 3% | 0 | -5 | 2% | -1.2 | 1177 | 0.5%
Cc1cn(C(=O)c2ccccc2)c(=S)n1-c1ccc(Cl)cc1 | i | 0.6 | i | 35 | -1.0% | 7% | 6% | 10 | 13 | 0% | -1.8 | 1245 | 4.3%
Cc1ccnn1CCC(=O)N1CCCC(CCC(=O)N2CCN(c3ccccn3)CC2)C1 (centres undefined) | i | 0.5 | i | 4 | 0.2% | ? | 3% | 5 | 9 | -8% | -3.4 | 977 | -1.4%
O=C(O)c1ccccc1-n1cnnn1 | i | 0.6 | i | 7 | 0.3% | 0% | 3% | · | · | -12% | -0.2 | 1372 | 6.2%
COc1cc2nc(C3CCC3)n(NC(=O)C3CCCC(OC)C3)c(=O)c2cc1OC (centres undefined) | i | 7.8 | i | 37 | 0.5% | 6% | 9% | -15 | -6 | 8% | -1.0 | 1271 | -0.7%
COc1ccc(C(=O)NC23CC4CC(CC(C4)C2)C3)cc1 | i | 0.4 | i | 49 | -0.2% | 7% | 5% | · | · | -3% | · | · | 3.8%
COc1cccc(CNC(=O)c2cc3c(cc2Cl)N2CCCCCC2=NS3(=O)=O)c1 | i | 1.1 | i | 61 | · | 6% | 0% | · | · | -1% | · | · | 0.6%
O=c1cc(-c2ccc(Cl)cc2)oc(=O)[nH]1 | i | 0.5 | i | 38 | 0.2% | 4% | -1% | · | · | -9% | -0.1 | 1270 | -2.1%
CC(=O)c1ccc(Sc2ccccc2)c([N+](=O)[O-])c1 | i | 0.3 | i | 31 | 0.0% | 7% | 7% | · | · | -3% | 0.5 | 1309 | 0.7%
Cc1ccc(CNS(=O)(=O)c2ccc(F)c(F)c2)n1C | i | 5.9 | i | 22 | 0.0% | 1% | 4% | · | · | 1% | · | · | 0.0%
Cc1cc(C)c(NC(=O)CCCC(=O)O)c(Cl)c1 | i | 1.1 | i | 18 | 1.7% | 6% | 10% | -3 | 9 | 1% | -3.5 | 1205 | 0.1%
O=C(COc1ccc(Br)cc1)NCc1ccccn1 | i | 6.8 | i | 7 | -0.1% | 0% | 3% | -14 | -4 | 0% | · | · | -1.6%
O=C1NCC(COc2ccc(Cl)cc2)O1 (centres undefined) | i | 0.3 | i | 26 | -0.6% | 14% | 5% | 7 | 29 | 8% | -2.2 | 1091 | 0.1%
CC1CCN(C(=O)c2ccccc2NC(=O)c2cccc(S(=O)(=O)N(C)C)c2)CC1 | i | 0.4 | i | 8 | -0.5% | 9% | 8% | · | · | 7% | · | · | 1.2%
CCC(=O)N1CCCc2cc(S(=O)(=O)N3CCN(C4CCCCC4)CC3)ccc21 | i | 1.0 | i | 51 | -2.0% | -13% | 6% | -14 | -13 | -1% | -0.3 | 1027 | 20%
C[C@@H]1NC(=O)c2cc([N+](=O)[O-])cc(I)c2OCC[C@@H](C(N)=O)NC(=O)[C@H](CCC(=O)O)NC1=O | · | · | · | · | 0.0% | 2% | · | -19 | -21 | 3% | · | · | ·
CC(C)CN1CCN(Cc2nc3ccccc3s2)CC1CCO (centres undefined) | i | 0.3 | i | 57 | -0.5% | 5% | 1% | -3 | -5 | 3% | -0.7 | 1041 | 0.3%
Cc1ccc2c(c1)[nH]c1c(=O)n(CCN3CCNCC3)cnc12 | i | 0.9 | · | · | 0.6% | 15% | 12% | 3 | -4 | 21% | -0.1 | 1145 | ·
CCOC(=O)CNC(=O)CSc1nnc(CCc2nc3ccccc3[nH]2)n1C | i | 0.5 | i | 55 | 0.4% | 13% | 4% | · | · | 5% | · | · | 0.2%
O=C(N/N=C/c1ccc(C(=O)O)cc1)C1=NNC(c2ccccc2)(c2ccccc2)C1 | i | 0.1 | i | 62 | 1.1% | 9% | 4% | -11 | 9 | -5% | 0.5 | 1457 | 1.5%
COCCNC(=O)CSCc1nc(-c2ccc(SC)cc2)oc1C | i | 0.9 | i | 36 | -0.5% | 23% | 5% | -7 | 1 | 17% | · | · | 5.0%
CCCC(=O)Nc1ccc(-c2csc(N/N=C\c3ccncc3)n2)cc1 | i | 0.7 | i | 29 | 1.7% | 22% | -7% | · | · | 1% | -0.2 | 1206 | 11%
O=C(Nc1cccc(C(F)(F)F)c1)C1CCCN1S(=O)(=O)c1cccc2cccnc12 (centres undefined) | i | 1.0 | i | 50 | 2.7% | -4% | 3% | 3 | -6 | 5% | · | · | 3.2%
O=C(O)CC(CCc1ccccc1)OC1OC(CO)C(O)C(O)C1O (centres undefined) | i | 2.3 | i | 39 | -0.1% | 58µM* | -9% | · | · | 1% | 0.1 | 1117 | ·
NC(=O)CC[C@H](NC(=O)c1ccc(F)cc1)C(=O)OCC(=O)Nc1ccc(N2CCOCC2)cc1 | i | 0.7 | i | 38 | -0.1% | 7% | 2% | -22 | 8 | -8% | 5.2 | 821 | 0.0%
CCOc1ccc(NC(=O)N2CCN(CC)CC2)cc1 | i | 6.8 | i | 8 | 0.5% | 9% | 6% | 17 | 4 | 1% | -1.7 | 1025 | 0.7%
Cc1cc(C)n(-c2nc(C(=O)O)cs2)n1 | i | 0.2 | i | 53 | -0.2% | 18% | · | -4 | 3 | -1% | -0.5 | 1084 | -0.9%
Cc1ccc(Sc2ncccc2C(=O)O)c(C)c1 | i | 0.4 | i | 22 | 1.8% | 0% | 6% | -2 | 16 | -16% | -0.3 | 946 | 0.1%
COc1ccc(-c2nc(-c3ccc(NC(=O)c4ccncc4)cc3)no2)cc1OC | ? | · | i | 20 | ? | 6% | 12% | 5 | -4 | -6% | 2.0 | 1085 | 0.9%
O=C(c1ccccc1)C(Sc1ncn[nH]1)c1ccccc1 (centres undefined) | i | 1.2 | i | 31 | 0.1% | 11% | 15% | 9 | 5 | 11% | -4.5 | 568 | -0.1%
Cc1cc(C(=O)CN2CCCC2)c(C)n1-c1ccc(Cl)cc1 | i | 0.0 | i | 16 | -0.3% | 6% | 0% | 1 | 20 | 2% | -1.6 | 1170 | -0.7%
Cc1ccc(N2C(=O)CCSC23C(=O)Nc2ccccc23)cc1 (centres undefined) | i | 1.2 | i | 34 | -0.3% | 0% | 6% | -6 | -1 | -3% | 2.2 | 1207 | 2.9%
CCCCc1c(O)nc(SC2CC(=O)N(c3ccc(C(=O)OCC)cc3)C2=O)[nH]c1=O (centres undefined) | i | 0.4 | i | 55 | -0.2% | 12% | 14% | · | · | 0% | · | · | 0.6%
COc1ccc(C2SC[C@@H](C(=O)O)N2C(C)=O)cc1 (some centres undefined) | i | 0.9 | i | 12 | 0.0% | 5% | 4% | -3 | -5 | 0% | -0.6 | 1373 | -1.4%

Reformatted: results already given.
structure	Myeloid diff 2	Myeloid diff 2 GFP+ MAC1+ %	T cell HTS	T cell HTS vesicle-bound %	West Nile virus CPE	SV40 large T antigen	MgcRacGAP inhibition	WT yeast gro inh	WT yeast gro inh mutant strain	PhoP inhibition	b-catenin transl	b-catenin transl cell count 5 µM	RSV antiviral HEp-2
Cc1ccc(Sc2ncccc2C(=O)O)c(C)c1	i	0.4	i	22	1.8%	0%	6%	-2	16	-16%	-0.3	946	0.1%
COc1ccc(-c2nc(-c3ccc(NC(=O)c4ccncc4)cc3)no2)cc1OC	?	·	i	20	?	6%	12%	5	-4	-6%	2.0	1085	0.9%

Following part
SMILES | Myeloid diff 2 | Myeloid diff 2 GFP+ MAC1+ % | T cell HTS | T cell HTS vesicle-bound % | West Nile virus CPE | SV40 large T antigen | MgcRacGAP inhibition | WT yeast gro inh | WT yeast gro inh mutant strain | PhoP inhibition | b-catenin transl | b-catenin transl cell count 5 µM | RSV antiviral HEp-2
COc1ccc(NC(=S)NC(=O)/C=C/c2ccc(F)cc2)cc1 | i | 0.6 | i | 33 | -0.7% | 0% | 3% | · | · | 18% | · | · | 0.1%
Cc1ccc(Nc2nc(-c3ccncc3)cs2)cc1 | i | 0.9 | · | · | -0.3% | 9% | 8% | 11 | -14 | 2% | 1.3 | 908 | ·
O=C(NC(=S)NCc1ccccc1)c1cccc(Cl)c1 | i | 0.5 | i | 52 | -0.5% | 11% | 7% | · | · | 1% | · | · | 16%
Cc1ccc(C2C(C#N)=C(N)Oc3cc(C)oc(=O)c32)o1 (centres undefined) | i | 0.5 | i | 27 | 0.2% | 23% | 2% | -3 | 8 | 0% | 0.1 | 1576 | 0.3%
COc1ccc(Nc2c3c(c(C#N)c4nc5ccccc5n24)CCC3)cc1 | i | 0.4 | i | 54 | -0.1% | -6% | 10% | 3 | 3 | 0% | 0.6 | 1283 | 0.1%
CN1CCN(C(=S)Nc2ccc(S(N)(=O)=O)cc2)CC1 | i | 0.4 | i | 30 | 0.4% | 5% | 11% | -12 | 4 | -5% | -3.5 | 1124 | -0.9%
CCS(=O)(=O)N1CCC(C(=O)Nc2cccc(F)c2)CC1 | · | · | i | 9 | -0.2% | 23% | -8% | · | · | 4% | · | · | 1.2%
O=C(NCCN1CCOCC1)c1ccc2c(c1)N(Cc1ccccc1F)C(=O)c1ccccc1S2(=O)=O | i | 1.4 | i | 3 | -0.9% | 23% | -22% | · | · | 2% | · | · | -0.7%
Cc1ccc(C(=O)NCCOc2ccc(Cl)cc2)cc1 | i | 0.3 | i | 64 | -0.7% | 14% | 1% | · | · | -7% | · | · | 5.6%

An unsorted share of the library; overall some 3.6% were active at least once.
